High-throughput results (PubChem)
DAGLB inh = DAGLB lipase inhibitors, primary screen, biochemical, fluorescence, HTS | AID 504411, 2011 | inhibition, % at 5.17 µM | HEK293T DAGLB membrane lysate, EnzChek fluorogenic substrate | Diacylglycerol lipase-beta (Homo sapiens), Q8NCG7 | hit rate 0.059% among 340,000; in the data active means inhibition above about 34%;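 further: 0% = enzyme with vehicle and 100% = wells lacking enzyme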
Target sequence (Q8NCG7 whole entry, looked up): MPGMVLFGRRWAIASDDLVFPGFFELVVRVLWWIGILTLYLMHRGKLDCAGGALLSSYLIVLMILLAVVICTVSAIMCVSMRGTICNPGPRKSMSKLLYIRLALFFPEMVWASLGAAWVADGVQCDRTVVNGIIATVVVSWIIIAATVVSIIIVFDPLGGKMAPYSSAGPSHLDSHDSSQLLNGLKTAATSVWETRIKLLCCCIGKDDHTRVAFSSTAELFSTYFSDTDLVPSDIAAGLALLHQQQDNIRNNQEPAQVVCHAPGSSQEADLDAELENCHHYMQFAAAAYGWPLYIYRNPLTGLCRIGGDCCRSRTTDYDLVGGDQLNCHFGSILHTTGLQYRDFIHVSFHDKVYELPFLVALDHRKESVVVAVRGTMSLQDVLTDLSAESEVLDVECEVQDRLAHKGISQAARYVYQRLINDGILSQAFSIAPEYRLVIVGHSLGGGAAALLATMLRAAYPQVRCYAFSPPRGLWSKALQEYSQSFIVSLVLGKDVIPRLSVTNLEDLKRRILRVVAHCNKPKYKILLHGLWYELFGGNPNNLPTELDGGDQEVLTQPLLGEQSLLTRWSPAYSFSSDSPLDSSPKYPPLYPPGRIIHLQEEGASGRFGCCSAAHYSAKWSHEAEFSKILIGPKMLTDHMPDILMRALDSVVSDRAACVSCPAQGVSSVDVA
Mot1-301 SUMO = yeast Mot1-301 growth rescue at high temperature, primary screen, SUMOylation pathway inhibitor project, S. cerevisiae, ATP luminescence, 38.5C. AID 2716, 2010. S. cerevisiae Mot1-301 growth rescue; percent above DMSO median, 100 means doubled. growth rescue, % at 18.8 µM. hit rate 1% among 320,000;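 active means every valid replicate shows activation above 250% relative to neutral control wells; inactive means the rest, any valid replicate at or below 250%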;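 further: OY570 slx delta 5 strain wells were the positive control but not used for scaling; some compounds called inactive have numbers as strong as hits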
CDK5 inh = inhibitors of human CDK5/p35 kinase, primary screen, biochemical, single concentration. Recombinant CDK5/p35, ADP-Glo luminescence, 60 min. AID 488839, 2010. hit rate 0.01% among 330,000. Cyclin-dependent kinase 5 (Homo sapiens) + Cyclin-dependent kinase 5 activator 1 (Homo …. inhibition, % at 10 µM;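 active means highest replicate inhibition of at least 50% and at least 75% of replicates reaching 50%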;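 further: plate controls were DMSO neutral control for no effect and GW8510 at 10 µM for full effect; many of its hits are not listed in these tables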
Ecoli viability = E. coli V3065 growth inhibition, primary screen, counter-screen for AddAB inhibitor project, absorbance, OD600; 18 h; inhibition, % at 11.9 µM; hit rate 0.27% among 330,000;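 active means inhibition above the campaign's mean inhibition across all tested compounds plus 3 SD, cut at about 9.9% in these data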;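 further: uninfected addAB+ strain grown without phage in ampicillin broth; 0% = DMSO wells and 100% = ciprofloxacin 0.95 µg/ml wells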
AddAB inh = growth inhibition of E. coli expressing H. pylori AddAB, primary screen, AddAB inhibitor project, absorbance. inhibition, % at 11.9 µM. hit rate 0.29% among 330,000. AID 435030, 2010; in the data active means inhibition above about 12%;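 further: 0% = vehicle wells of infected cells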
HTR5A inv ag = HTR5A inverse agonists in luminescence cell assay, primary screen, counter-screen for OPRM1-OPRD1 heterodimer inverse agonist project, full-deck HTS; HTR5A cell line, inverse agonism; inhibition, % at 9.3 µM; AID 504634, 2011; hit rate 0.083% among 340,000; 5-hydroxytryptamine receptor 5A (Homo sapiens), P47898; in the data active means inhibition mostly above about 23%, no sharp cut-off; inactive means mostly below about 18%;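 further: 0% = cells with DMSO and 100% = no-cell wells with DMSO; some compounds called inactive have numbers as strong as hits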
Tat export inh = E. coli Tat export inhibitors, primary screen, MC4100, TorA-mCherry reporter, fluorescence, single point | inhibition, % at 10 µM | hit rate 0.036% among 340,000;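 active means mean replicate inhibition at least 50% and at least half of replicates individually reaching 50%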;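 further: exported cargo escapes ClpAP degradation while cytoplasmic cargo is degraded and loses fluorescence; 0% = median of neutral control wells and 100% = median of NaSCN control wells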
PKA-R1A activ = activators of PKA-R1A holoenzyme, primary screen, biochemical, fluorescence polarization, Cy5-IP20, bovine R1A, mouse PKAc; cAMP-dependent protein kinase type I-alpha regulatory subunit (Bos taurus) + …; PKA-R1A dissociation; scaled: DMSO 0%, 113 µM cGMP 100%; activation, % at 11.4 µM; hit rate 0.083% among 340,000; AID 504707, 2011;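 active means percent activation above the mean of all tested compounds plus 3 SD, cut at about 19% in these data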;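 further: higher means more PKAc released from R1A so a rise in polarization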
PKA-R2B act = activators of PKA-R2B holoenzyme, primary screen, biochemical, fluorescence polarization, Cy5-IP20, human. PKA-R2B holoenzyme dissociation; R2B truncated from residue 108, S112A mutant; 0% DMSO only, 100% 113 µM cGMP. cAMP-dependent protein kinase catalytic subunit beta (Homo sapiens) + cAMP-dependent …. hit rate 0.079% among 340,000. activation, % at 11.4 µM;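 active means activation above a cutoff set at the mean over all compounds plus 3 SD, cut at about 18% in these data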;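 further: higher means more holoenzyme dissociation and a rise in polarization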
HTR5A ag ctr = HTR5A agonists in luminescence cell assay, primary screen, counter-screen for OPRM1-OPRD1 heterodimer agonist project, full-deck HTS; cell-based; activation, % at 9.3 µM; hit rate 0.61% among 340,000; AID 504692, 2011; in the data active means activation mostly above about 9.5%, no sharp cut-off; inactive means mostly below about 7.6%;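 further: 0% = cells with vehicle only and 100% = reference agonist; strong numbers were not always called active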
phage Ecoli inh = growth loss of phage-infected E. coli, primary screen, RecBCD inhibitor project, absorbance, with phage, HTS; inhibition, % at 11.9 µM; hit rate 0.26% among 360,000; AID 651602, 2012; in the data active means inhibition above about 11%
* marks the source's active call; other numbers are inactive results; . = not tested or not shown.

Values run as follows: DAGLB inh	Mot1-301 SUMO	CDK5 inh	Ecoli viability	AddAB inh	HTR5A inv ag	Tat export inh	PKA-R1A activ	PKA-R2B act	HTR5A ag ctr	phage Ecoli inh
Cc1ccc(CSCC(=O)NCc2ccc3c(c2)OCO3)cc1
  -9	32	0.5	-2.2	2.1	7	-10	-8	-5	2	0.3
Clc1ccc(-c2nnc(COc3ncnc4sccc34)o2)cc1
  -1	-15	0.0	2.1	3.4	14	1	-1	0	-2	2.7
CC(NC(=O)CN(C1CCCCC1)S(C)(=O)=O)c1ccccc1 (stereo unspecified)
  -3	-10	2.3	1.9	2.6	-10	1	1	0	2	-0.3
O=C(/C=C/c1cn(CC(O)CN2CCCCCC2)c2ccccc12)c1cccs1 (stereo unspecified)
  -2	-6	1.2	-1.4	-1.7	1	-2	-2	3	1	4.0
COc1ccc(C(=O)COC(=O)c2n[nH]c3ccccc23)c(OC)c1
  -1	.	-0.3	.	.	0	10	5	-1	0	4.1
O=S(=O)(c1cccc(-c2n[nH]c(=S)n2C2CCCC2)c1)N1CCOCC1
  1	10	1.0	-2.1	4.4	3	6	-11	7	0	1.9
CC(=O)NC(=S)Nc1ccc2oc(-c3cc(F)c(F)cc3Cl)nc2c1
  -1	2	-3.2	-0.9	0.2	-25	-5	-11	1	0	4.2
CCN(C1CCCCC1)S(=O)(=O)c1ccc(S(=O)(=O)N2CCN(CCC#N)CC2)cc1
  -1	83	1.5	0.3	4.4	6	-4	8	5	-2	-2.1
C[n+]1ccccc1/C=C/c1c(F)cccc1F
  0	93	-0.7	.	.	-13	4	2	-8	4	-1.2
O=C(C1=C[C@@H](c2csc3ccccc23)C[C@@H](OCCCCO)O1)N1CCN(Cc2ccc3c(c2)OCO3)CC1
  -1	12	0.8	2.1	2.3	-10	-5	4	8	1	1.4
COc1ccc(C)cc1NC(=O)NCc1ccco1
  -2	12	0.7	-0.3	-0.7	-13	-3	2	5	0	0.7
Cc1ccc(S(=O)(=O)N2CCC(=O)CC2c2ccccc2)cc1 (stereo unspecified)
  -4	.	0.1	.	.	17	5	-6	-1	-5	2.3
CN(Cc1nc2ccccc2c(=O)[nH]1)C(=O)c1cc(C2CC2)nn1-c1ccccc1
  3	-11	3.0	-0.3	0.3	-3	5	-4	7	1	2.4
C/C(=N\Nc1nc2ccccc2c(=O)n1O)c1ccco1
  4	4	0.7	-0.5	1.5	-8	-6	-3	-4	2	1.9
Cc1ccc(NC(=O)c2nc[nH]c2C(=O)N[C@@H](CCCCNC(=O)OC(C)(C)C)C(=O)OC(C)(C)C)cc1
  -2	-10	2.2	-1.0	0.6	-31	-1	-6	-14	2	-0.4
COc1ccc(NC(=O)c2cc(S(=O)(=O)N3CCOCC3)ccc2C)cc1S(=O)(=O)N1CCCCC1
  3	.	-0.3	.	.	-20	0	4	-1	7	1.6
COc1ccc(S(=O)(=O)N2CCOCC2)cc1NC(=O)COc1ncnc2ccccc12
  -2	4	-0.7	-1.4	0.8	9	12	-8	5	5	2.4
Cc1cc(C)n(-c2ccc(C(F)(F)F)cc2[N+](=O)[O-])n1
  -1	-13	-4.4	-1.3	4.7	4	-7	-6	-11	-2	3.3
COc1cc(C(=O)NN(CCC#N)C2=NS(=O)(=O)c3ccccc32)cc(OC)c1OC
  -2	-11	-0.7	-0.9	1.3	32	-1	16	0	6	3.5
COC(=O)c1ccc(NC(=O)COc2ccc(N(C)S(=O)(=O)c3ccc(C)cc3)cc2)cc1
  -4	13	1.3	-0.3	2.3	-5	2	4	-7	2	2.4
O=C(NNC(=O)c1ccccc1[N+](=O)[O-])c1cccs1
  -1	-8	-3.4	1.3	1.8	-8	10	13	1	3	5.3
CCCn1c(N)c(N(CCOC)C(=O)c2ccc(Cl)c([N+](=O)[O-])c2)c(=O)[nH]c1=O
  0	11	-1.3	0.9	1.0	-34	-3	1	-8	2	1.7
CN(C)CCCN1C(=O)c2cccc3c([N+](=O)[O-])ccc(c23)C1=O
  -5	-21	5.1	5.3	4.0	-10	-10	-2	-11	-1	5.4
COc1ccc(N(CC(=O)NC2CCCC2)C(=O)c2ccc(C)s2)c(OC)c1
  0	-15	-1.1	-0.8	2.2	-20	11	1	-1	7	4.5
COCCNC(=S)c1ccc(OC)cc1
  -1	27	0.0	-0.6	2.2	8	-17	-12	2	-4	2.6
CCC(C)NC(=O)[C@H](CSCc1ccccc1)N1Cc2ccccc2C1=O (stereo partly specified)
  -1	-8	1.0	-0.6	3.6	-19	3	-6	-15	6	1.5
COc1cc(/C=C(\C#N)C(=O)Nc2ccc(SC(F)F)cc2)cc(OC)c1OC
  -1	1	-0.6	0.1	1.5	-8	2	-5	4	1	3.8
O=C(NCCNc1ccccc1[N+](=O)[O-])c1ccccc1F
  4	0	1.1	-0.5	0.8	-22	-1	-3	2	6	2.1
Cc1cccc2sc(NC(=O)CSc3nc4ccccc4o3)nc12
  -4	-29	0.5	-0.3	1.6	5	1	-9	-9	-2	4.1
Cc1[nH]c2ccccc2c1N=Nc1cc(C(=O)O)cc(C(=O)O)c1
  -2	-10	1.5	0.3	-0.9	-8	-4	5	11	3	0.7
COc1ccccc1CN1CCNC(=O)C1CC(=O)NCc1cn(C)nc1C (stereo unspecified)
  -1	2	-0.4	-2.8	3.3	-4	0	-6	6	-2	4.0
COCCNC(=O)c1cc(C)ccc1C
  -1	4	0.1	-0.7	0.1	10	-1	-1	-2	-3	4.3
O=C(c1csc2c1CCCC2)N1CCN(c2ccc(F)cc2)CC1
  -10	63	-0.1	-0.4	1.1	1	-14	-6	-2	0	0.6
CCCSc1nnc(NC(=O)Nc2ccccc2OC)s1
  -1	-3	0.8	5.4	6.1	-15	5	0	-2	-3	-0.1
COC(=O)c1cccc(OCC(O)Cn2ccnc2)c1 (stereo unspecified)
  1	-13	4.3	-0.6	4.2	-5	-12	-6	-2	-1	1.7
O=C(CCCSc1ccccc1)Nc1cccc(CO)c1
  -1	24	-1.1	-1.8	1.8	4	11	-5	0	-1	1.9
O=C(Nc1ccc(Cl)c(Cl)c1)c1cccnc1
  1	-9	0.1	3.0	3.1	28	-8	-6	8	-1	2.4
COc1cc(/C=N/NC(=O)c2ccc(NC(=O)C3CCCCC3)cc2)ccc1O
  3	9	-1.4	.	.	-1	7	-9	-2	-4	-0.4
CCOc1ccc(-c2nnc(-c3ccc(OC)cc3)o2)cc1
  -4	-9	1.1	-0.2	2.1	8	1	-10	-4	3	2.8
O=C(C1CCN(Cc2ccccc2O)CC1)N1CCN(Cc2ccc3c(c2)OCO3)CC1
  -1	-31	1.1	-0.6	-1.2	5	0	5	5	-2	2.0

An excerpt from above in order of their number in PKA-R2B act, high to low.
| compound | PKA-R2B act |
| --- | --- |
| COc1ccc(C(=O)COC(=O)c2n[nH]c3ccccc23)c(OC)c1 | -1 |
| COC(=O)c1cccc(OCC(O)Cn2ccnc2)c1 (stereo unspecified) | -2 |
| C[n+]1ccccc1/C=C/c1c(F)cccc1F | -8 |

Entries of single compounds as entered above:
Profile of `O=C(NNC(=O)c1ccccc1[N+](=O)[O-])c1cccs1` → DAGLB inh = -1; Mot1-301 SUMO = -8; CDK5 inh = -3.4; Ecoli viability = 1.3; AddAB inh = 1.8; HTR5A inv ag = -8; Tat export inh = 10; PKA-R1A activ = 13; PKA-R2B act = 1; HTR5A ag ctr = 3; phage Ecoli inh = 5.3
Profile of `COc1cc(/C=C(\C#N)C(=O)Nc2ccc(SC(F)F)cc2)cc(OC)c1OC` → DAGLB inh = -1; Mot1-301 SUMO = 1; CDK5 inh = -0.6; Ecoli viability = 0.1; AddAB inh = 1.5; HTR5A inv ag = -8; Tat export inh = 2; PKA-R1A activ = -5; PKA-R2B act = 4; HTR5A ag ctr = 1; phage Ecoli inh = 3.8

Further structures.
Values run as follows: DAGLB inh	Mot1-301 SUMO	CDK5 inh	Ecoli viability	AddAB inh	HTR5A inv ag	Tat export inh	PKA-R1A activ	PKA-R2B act	HTR5A ag ctr	phage Ecoli inh
O=C(NCCCO)/C(=C/c1ccc(-c2cccc([N+](=O)[O-])c2)o1)NC(=O)c1ccccc1
  3	-6	-0.8	-1.8	-3.2	-4	-2	8	-4	2	0.8
S=C1NCN(Cc2ccccc2)CN1C1CCCCC1
  -1	-6	-3.8	1.1	1.7	-1	7	-6	-3	1	2.9
CCOc1ccc(CC(=NCCc2ccccc2)C2=C(O)CC(C)(C)CC2=O)cc1OCC
  -4	82	0.4	-1.6	1.3	-27	5	-8	2	11	1.0
CCCN(CCC)c1nc(NC2CCN(C(=O)OCC)CC2)nc(OC)n1
  -5	-10	1.3	0.9	2.0	-48	0	-3	-15	1	1.2
Cn1c(=S)c2[nH]c(SCCN3CCCC3)nc2n(C)c1=O
  -1	-3	0.8	-1.4	-1.7	-4	13	-10	-3	1	1.0
O=C1OCCC1Sc1nnc(-c2ccco2)n1-c1ccccc1 (stereo unspecified)
  -1	-16	-0.4	-0.9	5.0	3	-1	-14	6	-1	-0.5
